MCF10A rerep: A quantitative high throughput screen for small molecules that induce DNA re-replication in MCF 10a normal breast cells. MCF 10A DNA re-replication, Hoechst nuclear intensity, 48 h. Potency, µM (doses to about 46.1 µM), without a hit: at the top dose activity, positive = re-replication, hits mostly activators. 350,000 compounds, 2.9% hits; also: potency is read from the fitted curve at half-maximal effect; % of control where 0% means no effect; nearly all actives have a fitted effect of over 50% in size
KB-V1 MDR tox: qHTS assay for MDR1-selective chemotherapeutics: Primary screen using the drug-selected MDR subline cells KB-V1; KB-V1 MDR cells viability, CellTiter-Glo, 72 h; 400,000 compounds, 3.4% hits; Potency, µM (highest dose often 46.1 µM), for inactives: at the top dose activity change, negative = cytotoxicity, hits mostly cytotoxic; also: potency is read from the fitted curve at half-maximal effect; % is scaled to controls: 0 for no effect and ±100 for the full control effect; nearly all actives have a fitted effect of over 60% in size
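Following 72 h at 37 degrees C with compound, KB-V1 cell viability was read by CellTiter-Glo luminescence, medium being phenol-red-free DMEM plus 10% FBS; concentration-response parameters came from normalized, curve-fitted qHTS data.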
IL-1B inflam inh: qHTS for Inhibitors of Inflammasome Signaling: IL-1-beta AlphaLISA Primary Screen; THP-1 LPS/ATP IL-1B secretion, AlphaLISA, 16 h; active compounds read low; activity change, % at 57.5 µM; 360,000 compounds, 4.7% hits; in the data active = activity change below about -50%; inconclusive = mostly about -30% to -49%; also: % is scaled to controls: 0 for no effect and ±100 for the full control effect
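THP-1 cells pretreated 1 hr with compounds (up to 57.5 uM final), then stimulated with LPS (250 ng/mL final) plus ATP (1.25 mM final); secreted IL-1B measured by AlphaLISA after 16 hr, decreased signal indicating inhibition.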
HT1080 IDH1KD tx: qHTS for induction of synthetic lethality in tumor cells producing 2HG: qHTS for the HT-1080-IDH1KD cell line | HT-1080 IDH1 knockdown viability, ATP luminescence, 48 h | Potency, µM (series often up to 46.1 µM), without a hit: at the highest dose activity, negative = toxicity, hits mostly cytotoxic | 360,000 compounds, 2% hits;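 also: potency is read from the fitted curve at half-maximal effect; 0% = DMSO wells and -100% = cell-free medium wells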
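After a 2 h attachment period, IDH1KD HT-1080 cells took pin-transferred compound for 48 h at 37 °C; ATP-based luminescence after 10 min room-temperature reagent incubation reported viability.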
HT1080NT lethal: qHTS for induction of synthetic lethality in tumor cells producing 2HG: qHTS for the HT-1080-NT fibrosarcoma cell line; AID 686970, 2013; 360,000 compounds, 1.6% hits; HT-1080-NT fibrosarcoma viability, CellTiter-Glo ATP luminescence, 48 h; Potency, µM (top dose mostly 46.1 µM), inactives show at the top dose activity, negative = less viability, most hits filed as cytotoxic;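 also: NT is the 2HG producing partner of a matched IDH1 knockdown line; potency is read from the fitted curve at half-maximal effect; 0% = DMSO-treated cells and -100% = media-only wells without cells; nearly all actives have a fitted effect of over 55% in size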
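Toxicity toward the 2HG-producing NT line was scored as %Activity, normalised to DMSO and no-cell wells, from CellTiter-Glo luminescence after 48 hours' treatment.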
ATXN viability: Viability Counterscreen for Primary qHTS for Inhibitors of ATXN expression; S2 cells (HEK-293 line with an ATXN2-luciferase reporter) viability, CellTiter-Fluor protease fluorescence, 24 h; Potency, µM (top dose mostly 56.7 µM), actives largely listed as cytotoxic; 400,000 compounds, 0.49% hits; also: potency is read from the fitted curve at half-maximal effect; nearly all actives have a fitted effect of over 40% in size
KB-3-1 tox: qHTS assay for MDR1-selective chemotherapeutics: Primary screen using the parental adenocarcinoma cell KB-3-1; KB-3-1 viability, CellTiter-Glo ATP luminescence, 72 h; 400,000 compounds, 1.4% hits; Potency, µM (doses to about 46.1 µM), without a hit: at the top dose activity change, negative = cytotoxic, hits mostly cytotoxic; also: potency is read from the fitted curve at half-maximal effect; % is scaled to controls: 0 for no effect and ±100 for the full control effect; nearly all actives have a fitted effect of over 60% in size
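KB-3-1 cells, DMEM (no phenol red) + 10% FBS; compound by pin transfer, 72 h, 37 °C. Readout: CellTiter-Glo luminescence after 10 min. Data normalized, curve-fitted.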
ATXN2 expr inh: Primary qHTS for Inhibitors of ATXN expression | Potency, µM (titrated, usually from 57 µM), for inactives: top-dose activity change, negative = inhibition, most hits filed as inhibitors | HEK-293 ATXN2-luciferase reporter, luminescence, 24 h | 360,000 compounds, 0.72% hits; also: potency is read from the fitted curve at half-maximal effect; % is scaled to controls: 0 for no effect and ±100 for the full control effect; nearly all actives have a fitted effect of over 55% in size
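ATXN2-luciferase reporter cells (luciferase flanked by upstream and downstream ATXN2 gene portions) were treated 24 h at 37 °C with compounds at up to 57 uM. SteadyGlo luminescence gave expression; GF-AFC fluorescence gave viability.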
SW480 rerep: A quantitative high throughput screen for small molecules that induce DNA re-replication in SW480 colon adenocarcinoma cells; SW480 DNA re-replication, Hoechst DNA content imaging, 48 h; Potency, µM (titrated, usually from 46.1 µM), without a hit: top-dose re-replication activation, hits mostly activators; 340,000 compounds, 1.8% hits; AID 624297, 2012; also: potency is read from the fitted curve at half-maximal effect; % of control where 0% means no effect; nearly all actives have a fitted effect of over 55% in size
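First, 250 cells per well were seeded. Next, compound or vehicle (23 nL) was pinned in, plates sat 48 hr at 37 C. Finally Hoechst was added for 40 min before fluorescence scanning.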
* marks the source's active call; other numbers are inactive results; i = inactive; ? = inconclusive; . = no result given; [ ] = another dose, or the depositor's remark. Unless noted, calls follow the shape of the dose curve; as a rule, active = well fitted curve in the direction sought with a large enough effect; inconclusive = small, poorly fitted or top-dose-only effect, or another doubt; inactive = no such curve, though single readings can be large; an effect the other way counts as inactive or inconclusive.

SMILES	MCF10A rerep	KB-V1 MDR tox	IL-1B inflam inh	HT1080 IDH1KD tx	HT1080NT lethal	ATXN viability	KB-3-1 tox	ATXN2 expr inh	SW480 rerep
COc1ccc2c(c1)c(=O)oc1cc(OCC(=O)NC3CCCCC3)ccc12	10µM*	-17%	?	8%	14%	i	-9%	?	-1%
CC1C(=O)N(c2ccc(S(=O)(=O)N(C)C)cc2)C1(/C=C/c1ccccc1)C(=O)NC1CCCC1 (stereo not drawn)	15%	?	-3	1%	-5%	i	4%	-1%	5%
CCCNC(=O)COC(=O)CCC(=O)c1ccc(F)cc1	-4%	4%	7	-11%	0%	i	-6%	-2%	13%
Cc1cccc(NC(=O)CCCn2cc([N+](=O)[O-])cn2)n1	1%	?	16	0%	2%	i	10%	3%	-7%
OC(c1cccc(Cl)c1)c1ncc(-c2ccc3ccccc3c2)[nH]1 (stereo not drawn)	.	0%	-8	?	-27%	i	0%	13%	.
CCC(c1nnnn1CCc1ccccc1)N(Cc1ccco1)Cc1cc2cccc(C)c2[nH]c1=O (stereo not drawn)	?	7.3µM*	-28	-15%	-6%	i	?	-33%	-1%
CCOC(=O)[C@@H]1[C@H]2COc3ccccc3[C@H]2N2C(=O)N(c3cccc(Cl)c3)C(=O)[C@]12C	12%	-1%	-12	17%	0%	?	0%	-9%	1%
COc1ccc(-n2cc(CNC3CCN(C)CC3)c(-c3cccc(F)c3)n2)cc1	21µM*	-2%	-63*	21µM*	21µM*	i	?	?	-2%[1.84 µM]
O=C(Nc1nnc(C2CC2)o1)c1ccc(S(=O)(=O)N2CCCc3ccccc32)cc1	10%	-22%	28	?	?	?	?	16µM*	4%
COC(=O)c1cc(Br)ccc1NC(=O)Nc1ccccc1	1%	4%	-4	-1%	?	i	0%	-4%	1%
O=C(O)c1cc(CN2CCOCC2)oc1-c1ccccc1	17%	22%	18	6%	24%	i	10%	0%	-3%
CCOc1ccc(-c2cccc(NS(=O)(=O)c3ccccc3C(F)(F)F)c2)nn1	.	0%	.	.	.	i	1%	-8%	.
O=C(c1ccc2c(c1)OCO2)N1CCC2(CC1)Oc1ccc(F)cc1C(=O)C21CC(c2ccccc2)=NO1 (stereo not drawn)	15%	19%	-17	-6%	-14%	i	3%	-7%	-22%
Cc1cccc(N(Cc2ccccc2)C(=O)C2CCN(C(=O)c3ccccc3C)CC2)c1	12%	0%	0	-10%	-1%	?	0%	-36%	5%
CC1CCCCC12NC(=O)N(CC(=O)Nc1ccc(S(=O)(=O)Nc3ncccn3)cc1)C2=O (stereo not drawn)	10%	-1%	-5	6%	0%	i	-1%	.	-6%
COC(=O)/C=C1\N/C(=N\c2nc(C)cc(C)n2)N(c2ccccc2)C1=O	1%	18%	-21	-9%	3%	?	-5%	-4%	-10%
CSc1nc(C)cc(C)c1S(=O)(=O)c1ccccc1C	24%	-7%	-4	-15%	-10%	i	-6%	-5%	3%
Cc1cccc(Sc2c(C=O)c3ccccc3n2C)c1	?	1%	-14	?	?	i	-3%	4%	5%
O=C(Cn1cnc2c(oc3nc4c(cc32)CCCC4)c1=O)Nc1cccc(Cl)c1	18µM*	-15%	8	0%	-25%	i	-19%	-6%	?
C=CCNC(=O)c1ccc(S(=O)(=O)CC)c(Cl)c1Cl	1%	?	46	1%	-1%	i	-3%	-7%[11.3 µM]	?
COc1ccc(S(=O)(=O)N2CCN(Cc3cc(OC)c(OC)cc3OC)CC2)cc1	-10%	-10%	-10	0%	3%	.	-9%	.	-11%
C=CCSc1nc(N)c(C#N)c(-c2ccc(C)cc2)c1C#N	18%	5%	-15	-4%	2%	i	-5%	-6%	1%
Cc1ccc(-c2nonc2NC(=O)c2ccc(F)cc2)cc1C	.	-23%	.	.	.	i	-16%	-14%	.
O=C(CN1C(=O)c2ccccc2C1=O)Nc1ccc(N2CCOCC2)cc1	-4%	9%	6	9%	5%	i	2%	7%	-1%
CCN(CC)S(=O)(=O)c1cccc(N=Nc2sc(N)nc2C)c1	2%	-12%	0	-28%	-25%	?	-4%	-18%	4%
(listing goes on)
SMILES	MCF10A rerep	KB-V1 MDR tox	IL-1B inflam inh	HT1080 IDH1KD tx	HT1080NT lethal	ATXN viability	KB-3-1 tox	ATXN2 expr inh	SW480 rerep
O=C(CCCN1C(=O)/C(=C/c2ccco2)SC1=S)Nc1ccccc1	8%	?	-12	-2%	-3%	?	?	18%	-3%
COc1cccc(C(=O)N2CCN(C3CCCCC3)CC2)c1	9%	-4%	-7	2%	25%	i	7%	-30%	1%
CCCCC(=O)Nc1ccc(C(=O)NCCc2ccccc2)cc1	2%	-1%	-2	11%	16%	i	2%	8%	-3%
COc1ccc(OCc2ccc(-c3nc(C#N)c(NCc4cccnc4)o3)o2)cc1	.	-17%	.	.	.	i	-18%	-39%	.
C/C(=N\NC(=O)c1c(Br)c(C)nn1C)c1ccc(NC(=O)C(C)Oc2ccc(Cl)cc2C)cc1 (stereo not drawn)	16µM*	-3%	-11	?	?	i	-13%	?	9%
O=C(C1=C(O)C(=O)N(CCN2CCOCC2)C1c1ccncc1)c1ccco1 (stereo not drawn)	-2%	-4%	-9	0%	7%	.	10%	.	-13%
COc1ccccc1N1CCN(C(=O)C(Sc2ccccc2)c2ccccc2)CC1 (stereo not drawn)	?	?	?	?	?	?	?	-33%	?
COc1ccc(NC(=O)N[C@@H](Cc2ccccc2)C(=O)NN)cc1	-2%	28%	7	-1%	-5%	i	-2%	-2%	-3%[9.22 µM]
Cc1ccccc1CNC(=O)c1ccccc1SCC(=O)NCc1ccco1	-17%	-10%	-12	0%	4%	i	-6%	5%	?
CCOC(=O)c1cccc(NC(=O)CSc2nc3cc4ccccc4cc3[nH]2)c1	.	-2%	.	.	.	i	-4%	9%	.
CCOC(=O)c1c(NC(=O)Nc2cccc(Cl)c2)sc(C)c1C	15%	?	0	14%	29%	i	5%	-5%	21%
Cc1cccc(-c2n[nH]c(=S)n2/N=C/c2ccc(C)o2)c1	-34%[inhibitor]	?	43	1%	10%	i	2%	1%	-9%
C=CCSc1ncccc1C(=O)O	3%	13%	-18	1%	-3%	i	-4%	1%	2%
COc1ccc(S(=O)(=O)NCCSc2ccc(Cl)cc2)cc1OC	-4%	-35%	?	-6%[9.24 µM]	?	i	-7%	-16%	1%
Cc1n[nH]c(=O)c2c(NC(=O)COC(=O)COc3cccc(Br)c3)oc(C)c12	0%	25%	11	-16%	-12%	i	-5%	-7%	-25%
COc1ccc(-c2cnc(C)o2)cc1S(=O)(=O)Nc1cccc(C(F)(F)F)c1	.	9%	.	.	.	?	-1%	-24%	.
COc1ccc(C(=O)O/N=C(\N)Cc2ccc(Cl)c(Cl)c2)cc1OC	?	?	-6	?	15µM*	.	?	?	.
CCCn1c(N)c(C(=O)CSc2nc3ncc(Cl)cc3[nH]2)c(=O)n(C)c1=O	4%	-6%	53	7%	0%	i	18%	-3%	-2%
CCOc1ccc(C2NC(=O)c3c(COC)cc(C)nc3N2Cc2ccccc2)cc1OC (stereo not drawn)	.	0%	.	.	.	i	-4%	1%	.
O=C(Nc1ccc(NC(=O)c2cccc([N+](=O)[O-])c2)cc1)c1cccc([N+](=O)[O-])c1	-6%	-12%	-4	-3%	-5%	i	-10%	.	14%
CC(C)N(C(=O)CSc1nnc(CN2CCCCCC2=O)n1-c1ccccn1)C(C)C	-9%	0%	12	9%	8%	i	-15%	1%	-5%
CSc1ccc(/C=C(/Sc2nnc(-c3ccccc3)o2)C(=O)O)cc1	?	2%	-4	-27%	-24%	i	4%	-10%[11.3 µM]	-8%
Cc1csc(NC(=O)CSc2ccc(-c3ccc(F)cc3)nn2)n1	1%	?	25	-25%	-21%	?	1%	2%	-3%
Cc1ccc(C2(c3ccc(C)cc3)NC(=O)N(CC(N)=O)C2=O)cc1	-4%	?	-14	-3%	-10%	i	1%	0%	23%
C/C(CC(=O)Nc1ccc2c(c1)OCCO2)=N\NC(=O)C(=O)Nc1ccccc1C	3%	5%	-1	1%	11%	i	0%	.	-5%
Later entries:
SMILES	MCF10A rerep	KB-V1 MDR tox	IL-1B inflam inh	HT1080 IDH1KD tx	HT1080NT lethal	ATXN viability	KB-3-1 tox	ATXN2 expr inh	SW480 rerep
CCCC(=O)NC(c1ccc(C(C)C)cc1)c1ccc2cccnc2c1O (stereo not drawn)	?	?	146	?	-9%	i	5.2µM*	?	1.3µM*
CCCn1c(SCC(=O)c2cc(OC)ccc2OC)nnc1C(C)C	30%	-11%	-20	2%	8%	i	4%	1%	0%
Cc1ccc(Sc2nnc(-c3ccccc3)cc2C#N)cc1	1%	2%	-1	18%	8%	i	13%	7%	-3%
COc1ccc(-n2nc3c(N4CCC(C(=O)NCC(C)c5ccccc5)CC4)nnc(C)c3c2C)cc1 (stereo not drawn)	?	-28%	-96*	?	?	?	-24%	?	?
CCc1ccc(NC(=O)CCS(=O)(=O)c2ccc(Cl)cc2)cc1	-5%	4%	43	0%	1%	?	?	.	-10%
Cc1ccc(NC(=O)COc2nc(C)cs2)cc1	1%	-1%	-6	-4%	-3%	i	-7%	-1%	10%
CCn1c(=O)c(C(=O)NC(C)C)c(O)c2ccccc21	-2%	10%	42	?	3%	i	-6%	2%	0%

Structures above containing a CF3 group:
SMILES	MCF10A rerep	KB-V1 MDR tox	IL-1B inflam inh	HT1080 IDH1KD tx	HT1080NT lethal	ATXN viability	KB-3-1 tox	ATXN2 expr inh	SW480 rerep
CCOc1ccc(-c2cccc(NS(=O)(=O)c3ccccc3C(F)(F)F)c2)nn1	.	0%	.	.	.	i	1%	-8%	.
COc1ccc(-c2cnc(C)o2)cc1S(=O)(=O)Nc1cccc(C(F)(F)F)c1	.	9%	.	.	.	?	-1%	-24%	.

Screening data deposited in PubChem BioAssay by National Center for Advancing Translational Sciences (NCATS).
